Screening results: PubChem, NCI
All columns: NCI-60 one-dose screen, growth in % after 48 h at 10 µM unless noted; 100 = growth as untreated, 0 = no growth, -100 = all killed.
SK-MEL-28 = SK-MEL-28 melanoma | 4.1% of 81,000 active | AID 1794761
EKVX = EKVX NSCLC; 3% of 71,000 active
SK-MEL-5 = SK-MEL-5 melanoma; 6.4% of 80,000 active; AID 1794755
HOP-62 = HOP-62 NSCLC; 3.9% of 80,000 active
HOP-92 = HOP-92 NSCLC cells. 6.3% of 71,000 active. AID 1794738
M14 = M14 melanoma | 6.2% of 80,000 active
CCRF-CEM = CCRF-CEM leukemia | AID 1794778 | 7% of 77,000 active
A549/ATCC = A549/ATCC NSCLC. 3.7% of 81,000 active. AID 1794740
* marks the source's active call; other numbers are inactive results; / = no result given; & = joins results of further samples. The calls were made as follows: active = growth percent below 10; inactive = the rest. Only part of the results is shown, so the mix of outcomes need not match the whole.

The first 3 records (preview)
SMILES	SK-MEL-28	EKVX	SK-MEL-5	HOP-62	HOP-92	M14	CCRF-CEM	A549/ATCC
COP(=O)(OC)C(O)c1ccccc1Cl (configuration not stated)	104.2	106.1	112.5	121.9	/	107.3	103.9	105.4
COc1cc([C@@H]2c3cc4c(cc3[C@H](OC(C)=O)[C@H]3COC(=O)[C@H]23)OCO4)cc(OC)c1OC	64.3	38.3	-17.6*	37.8	32.8	6.9*	14.4	19.5
CCSCC1CC(O)(c2c(C)nn(Cc3ccccc3)c2C)C(=O)O1 (configuration not stated)	126.4	200.9	97.3	99.3	106.1	115.4	94.0	112.2

The whole of this part, from the start:
SMILES	SK-MEL-28	EKVX	SK-MEL-5	HOP-62	HOP-92	M14	CCRF-CEM	A549/ATCC
COP(=O)(OC)C(O)c1ccccc1Cl (configuration not stated)	104.2	106.1	112.5	121.9	/	107.3	103.9	105.4
COc1cc([C@@H]2c3cc4c(cc3[C@H](OC(C)=O)[C@H]3COC(=O)[C@H]23)OCO4)cc(OC)c1OC	64.3	38.3	-17.6*	37.8	32.8	6.9*	14.4	19.5
CCSCC1CC(O)(c2c(C)nn(Cc3ccccc3)c2C)C(=O)O1 (configuration not stated)	126.4	200.9	97.3	99.3	106.1	115.4	94.0	112.2
C/C(CC(C)(C)N1CC1)=N\NC(=O)Nc1cccc2ccccc12	101.6	78.5	72.3	62.5	24.2	72.8	82.3	63.0
O=[N+]([O-])c1ccc(N(CCO)CCO)c2c1no[n+]2[O-]	-8.9*	-9.1*	-73.9*	-34.1*	-35.5*	-32.4*	-38.0*	4.0*
CNC(=O)Oc1ccc(C(C)=O)cc1	109.0	135.0	103.4	103.1	114.4	98.0	96.8	100.9
Nc1ccc(CCCCc2ccc(Cl)c(S(=O)(=O)F)c2)c(Cl)c1	106.9	/	110.1	110.3	/	119.8	91.5	100.7
CCNC(C)(C)C(=O)c1ccco1	86.1	111.4	104.9	96.8	89.6	98.8	94.4	91.7
NC(Cc1ccc2c(c1)OCO2)c1ccc2c(c1)OCO2 (configuration not stated)	101.0	126.2	103.4	104.6	63.1	101.6	98.2	104.4
O=c1oc2cc(Cl)ccc2n1SC(Cl)(Cl)Cl	114.3	94.0	104.9	94.9	109.0	90.6	105.0	101.6
O=C(O)c1cccc(Cl)c1	113.7	113.2	104.5	97.4	97.3	105.6	97.7	108.7
CC(C)OC(=S)[S-].[Au+].c1ccc([PH+](c2ccccc2)c2ccccc2)cc1	16.5	82.9	30.2	76.0	-23.0*	11.5	10.9	84.5
CNC(=O)Oc1c(Cl)cc([N+](=O)[O-])cc1[N+](=O)[O-]	109.5	102.0	100.2	97.4	83.6	106.5	100.9	99.8
CCCCCCCC[N+]1(C)CCCC1c1cccnc1 (configuration not stated)	108.4	94.7	89.2	104.0	47.6	113.7	81.3	102.9
O=c1oc2ccccc2c(O)c1Cc1c(O)c2ccccc2oc1=O	110.6&113.1&100.9	94.2	100.6&113.5&56.4	101.5&103.7&92.7	91.5&89.9&65.3	100.3&103.6&89.8	105.4&107.4&89.4	96.0&105.5
Cc1ccc(NC(=O)N2CC2)cc1NC(=O)N1CC1	108.6	101.9	95.6	93.5	93.4	93.6	103.1	80.2
CN(C)CCC(O)c1c[nH]c2ccccc12 (configuration not stated)	105.0	108.1	100.4	96.4	/	102.9	97.2	106.1
CC[C@@H](C)[C@@H]1NC(=O)C(NC(=O)C(CC(C)C)N(C)C(=O)C2CCCN2C(=O)C(C)O)C(C)OC(=O)C(Cc2ccc(OC)cc2)N(C)C(=O)C2CCCN2C(=O)C(CC(C)C)NC(=O)C(C)C(=O)C(C(C)C)OC(=O)C[C@H]1O (some centres not stated)	/	-10.5*	-98.1*	-42.9*	-41.9*	-80.1*	-20.7*	-80.2*
Oc1ccc(O)c(Cl)c1	121.8&115.3	112.5	95.2&91.3	109.0	101.9&87.6	103.7&95.7	64.5&15.5	111.0&92.5
Clc1nc(Cl)nc(Nc2ccccc2Cl)n1	105.3	90.7	101.2	93.6	103.8	103.7	94.6	128.8
O=C1C=C(N2CC2)c2ccccc2C1=O	110.8	113.6	59.7	76.0	118.6	63.6	-11.5*	54.3
CN1CCCC1c1ccc(=O)[nH]c1 (configuration not stated)	110.2	109.8	99.9	110.7	92.7	101.8	96.6	97.9
Nc1ccc(C(F)(F)F)cc1	90.4	98.9	98.5	106.0	93.5	106.9	85.9	99.9
O=[N+]([O-])c1ccc(CBr)c(I)c1	106.7	/	97.8	97.1	/	100.0	/	100.8
C(=NC1CCCCC1)c1c[nH]c2ccccc12	115.9	98.0	114.2	99.4	97.2	106.9	95.6	94.0

Among those listed so far, these contain an aryl methoxy group.
SMILES	SK-MEL-28	EKVX	SK-MEL-5	HOP-62	HOP-92	M14	CCRF-CEM	A549/ATCC
COc1cc([C@@H]2c3cc4c(cc3[C@H](OC(C)=O)[C@H]3COC(=O)[C@H]23)OCO4)cc(OC)c1OC	64.3	38.3	-17.6*	37.8	32.8	6.9*	14.4	19.5
CC[C@@H](C)[C@@H]1NC(=O)C(NC(=O)C(CC(C)C)N(C)C(=O)C2CCCN2C(=O)C(C)O)C(C)OC(=O)C(Cc2ccc(OC)cc2)N(C)C(=O)C2CCCN2C(=O)C(CC(C)C)NC(=O)C(C)C(=O)C(C(C)C)OC(=O)C[C@H]1O (some centres not stated)	/	-10.5*	-98.1*	-42.9*	-41.9*	-80.1*	-20.7*	-80.2*

Next entries follow:
SMILES	SK-MEL-28	EKVX	SK-MEL-5	HOP-62	HOP-92	M14	CCRF-CEM	A549/ATCC
O=P(CO)(CO)CO	117.9	101.0	92.6	103.6	117.0	98.5	104.8	91.2
Cc1cccc(C)c1NC1=NCCCS1	107.5	86.2	101.1	108.0	77.6	96.0	97.8	94.1
CC[N+](CC)(CC)CCBr	98.4	/	101.6	109.9	98.0	110.7	/	103.5
O=[N+]([O-])c1ccc2sc3ccccc3c2c1	109.2	105.9	/	103.0	113.9	107.3	97.1	87.3
O=C(Nc1ccc(O)cc1)C(Cl)(Cl)Cl	107.1	98.6	100.4	103.8	104.7	91.2	106.0	98.4
N#Cc1ccc(CCl)cc1	110.4	103.7	101.8	106.5	/	104.4	117.4	101.2
CC(C)[C@]12O[C@H]1[C@@H]1O[C@]13[C@]1(O[C@H]1C[C@H]1c4c(C(=O)c5ccccc5)oc(OC(=O)c5ccccc5)c4CC[C@@]13C)[C@@H]2O	-69.5*	-17.2*	-51.9*	-0.4*	-9.4*	-73.7*	-32.5*	1.7*
COC(=O)[C@@H](Cc1ccc(O)cc1)NC(=O)C(=O)c1cn(Cc2cn(Cc3ccccc3)nn2)c2ccccc12	99.9	98.7	107.1	99.0	99.2	107.2	99.6	104.1
CCC(=O)c1ccc(OC)c(OC)c1	101.3	106.8	101.3	94.9	97.0	101.9	106.6	88.7
O=C1C=Cc2ccc3c4c(ccc1c24)C=CC3=O	115.0	105.5	110.2	130.6	/	117.7	103.6	94.4
CS(=O)CCCCN=C=S (configuration not stated)	106.8	75.2	90.9	149.1	76.6	73.4	72.4	102.4
CCOC(=O)/C(C#N)=C/c1ccc(N(CCCl)CCCl)cc1	99.0	/	97.9	81.7	67.6	105.0	/	85.2
CC(C)NC(C)Cc1ccccc1 (configuration not stated)	110.4	102.9	104.7	94.8	86.4	108.6	97.8	88.9
CC(=O)[C@H]1CC[C@H]2[C@@H]3C[C@H](O)[C@@H]4C[C@H](O)CC[C@]4(C)[C@H]3CC[C@]12C	107.7	105.0	99.3	118.6	107.0	108.7	/	108.0
N#C[Se]CCN1C(=O)c2ccccc2C1=O	25.9	33.8	1.7*	26.4	-3.5*	25.5	21.1	30.6
COc1ccc([As]=[As]c2ccc(OC)c(NCS(=O)(=O)O)c2)cc1NCS(=O)(=O)O (configuration not stated)	0.1*	0.8*	1.6*	39.7	-21.9*	19.2	-13.9*	69.4
CC(=O)N(c1ccccc1)c1nc(-c2ccccc2)c[se]1	104.1	76.7	90.1	70.0	68.7	97.2	95.5	92.2
NCc1cccnc1	118.5&102.9	109.3	109.8&104.0	108.6&106.3	116.0	97.0&121.2	100.4	101.6&103.8
Cc1cc(Br)c([N+](=O)[O-])cc1[N+](=O)[O-]	115.9	103.0	100.1	100.0	134.3	96.2	60.5	100.7
CC(C)[C@@H](C)/C=C/[C@@H](C)[C@H]1CC[C@@H]2[C@]1(C)CC[C@H]1[C@@]23OO[C@@]2(C[C@@H](O)CC[C@]12C)[C@H]1O[C@H]13	110.6	102.8	95.5	103.7	96.3	91.7	95.3	97.8
Brc1ccc2[nH]cc(/C=N/N3CCCCCC3)c2c1	100.3&106.8	85.4&87.4	98.6&98.4	100.0&107.4	102.8	72.9&95.7	80.7	93.1&98.6
C[C@H]1[C@H](OC(=O)CCC(=O)N(CCCc2cn(-c3ccc(C#N)cc3)nn2)CCNc2ccnc3cc(Cl)ccc23)O[C@@H]2OC3(C)CC[C@H]4[C@H](C)CC[C@@H]1[C@@]24OO3	59.5	53.0	22.9	66.4	7.1*	48.1	15.0	51.5
COCP(=O)(OC)OC	105.0	/	104.5	110.8	72.3	102.0	/	97.4
Cc1ccc(CC(N)c2ccccc2)cc1 (configuration not stated)	100.8	94.8	91.8	79.5	/	84.7	/	96.2
c1ccc2c(c1)-c1ccccc1C1NC21 (configuration not stated)	101.5	/	87.6	94.6	89.8	115.4	44.0	85.6

3 of the compounds above, with values under each structure.
Every second line gives: SK-MEL-28, EKVX, SK-MEL-5, HOP-62, HOP-92, M14, CCRF-CEM, A549/ATCC
- O=C1C=Cc2ccc3c4c(ccc1c24)C=CC3=O
  115.0, 105.5, 110.2, 130.6, /, 117.7, 103.6, 94.4
- CC(C)NC(C)Cc1ccccc1 (configuration not stated)
  110.4, 102.9, 104.7, 94.8, 86.4, 108.6, 97.8, 88.9
- NCc1cccnc1
  118.5&102.9, 109.3, 109.8&104.0, 108.6&106.3, 116.0, 97.0&121.2, 100.4, 101.6&103.8

Further structures
SMILES	SK-MEL-28	EKVX	SK-MEL-5	HOP-62	HOP-92	M14	CCRF-CEM	A549/ATCC
O=[N+]([O-])c1ccc(O)c([N+](=O)[O-])c1	105.2&106.3	98.3&89.5	92.9&101.1	102.9&85.7	112.4&100.3	104.2&96.8	92.4&100.4	98.8&97.3
S=P(NCCNP(=S)(N1CC1)N1CC1)(N1CC1)N1CC1	104.9&110.4	113.4&112.7	87.9&98.2	67.9&84.5	84.2&83.1	99.2&91.7	49.1	59.5&72.5
CC(C)c1ccc(OC(=O)N(C)C)cc1	113.1	100.3	103.8	99.5	/	107.7	103.4	104.3
O=C(CN1CCCCC1)c1ccccc1	104.2	106.7	100.2	106.2	81.6	101.1	93.8	98.5
O=c1c2ccccc2c2c3n1CCCNC3CCC2 (configuration not stated)	100.9	101.3	102.4	102.4	100.7	108.3	103.9	102.7
N#Cc1c(N)nc2c(c1N)C(c1ccccc1)NC(=S)N2 (configuration not stated)	119.5	101.7	100.1	95.9	91.6	111.4	101.3	97.0
O=C(Nc1ccccc1)N1CC1	115.3	102.6	100.5	99.7	95.2	97.8	100.9	97.5
CN(C)C1OCC(C)(C)CO1	111.0	/	102.9	90.2	105.3	99.4	100.0	105.6
CCC1(O)CC(OC2CC(N(C)C)C(OC3CC4OC5CC(=O)C(C)OC5OC4C(C)O3)C(C)O2)c2c(cc3c(c2O)C(=O)c2c(O)ccc(O)c2C3=O)C1C(=O)OC (configuration not stated)	/	1.7*	-87.3*	-26.0*	/	-95.0*	-31.2*	1.5*
O=c1[nH]cnc2nc(-c3ccc(N(CCCl)CCCl)cc3)[nH]c12	104.5	81.8	19.5	90.4	69.0	26.7	88.6	66.1
O=C(NCCNC(=O)c1ccc([As](O)O)cc1)c1ccc([As](O)O)cc1	111.0	103.1	95.6	104.7	/	99.1	104.6	108.9
Clc1ccc(COC(Cn2ccnc2)c2ccc(Cl)cc2Cl)cc1 (configuration not stated)	83.9	30.7	49.5	75.1	26.0	58.9	30.6	51.7
CC(O)CCO (configuration not stated)	118.1	95.9	97.6	101.7	109.1	110.9	112.6	102.9
Nc1ncn[nH]1	105.1&129.3	99.5&76.1	99.1&107.1	99.4&94.5	88.9	100.7&106.2	96.5&110.5	105.5&112.5
NC(=O)Nc1ncn[nH]1	114.3	106.6	102.3	101.3	113.3	99.2	107.5	103.3
CCC(=O)c1ccc(C)cc1	116.8	/	97.5	93.9	93.3	102.3	91.4	93.5
C[CH2][Sn]([CH2]C)([CH2]C)[NH]S(=O)(=O)c1ccc(C)cc1	110.9	99.0	109.9	121.0	/	108.1	107.7	102.0

Some of these compounds in order of formula weight, low to high:
SMILES	SK-MEL-28	EKVX	SK-MEL-5	HOP-62	HOP-92	M14	CCRF-CEM	A549/ATCC
CC(O)CCO (configuration not stated)	118.1	95.9	97.6	101.7	109.1	110.9	112.6	102.9
CCC(=O)c1ccc(C)cc1	116.8	/	97.5	93.9	93.3	102.3	91.4	93.5
S=P(NCCNP(=S)(N1CC1)N1CC1)(N1CC1)N1CC1	104.9&110.4	113.4&112.7	87.9&98.2	67.9&84.5	84.2&83.1	99.2&91.7	49.1	59.5&72.5
CCC1(O)CC(OC2CC(N(C)C)C(OC3CC4OC5CC(=O)C(C)OC5OC4C(C)O3)C(C)O2)c2c(cc3c(c2O)C(=O)c2c(O)ccc(O)c2C3=O)C1C(=O)OC (configuration not stated)	/	1.7*	-87.3*	-26.0*	/	-95.0*	-31.2*	1.5*
